PP5 primary: blocks human protein phosphatase 5 activity | P53041 | purified PP5c, OMFP substrate fluorescence | inhibition, % at 6.7 µM | hit rate 0.18% among 320,000 | AID 1987;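 active = inhibition above the campaign's mean inhibition across all tested compounds plus 3 SD, cut at about 9.5% in these data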;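 note: 0% = DMSO only and 100% = 100 µM cantharidin control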
Target sequence (P53041 whole entry, looked up): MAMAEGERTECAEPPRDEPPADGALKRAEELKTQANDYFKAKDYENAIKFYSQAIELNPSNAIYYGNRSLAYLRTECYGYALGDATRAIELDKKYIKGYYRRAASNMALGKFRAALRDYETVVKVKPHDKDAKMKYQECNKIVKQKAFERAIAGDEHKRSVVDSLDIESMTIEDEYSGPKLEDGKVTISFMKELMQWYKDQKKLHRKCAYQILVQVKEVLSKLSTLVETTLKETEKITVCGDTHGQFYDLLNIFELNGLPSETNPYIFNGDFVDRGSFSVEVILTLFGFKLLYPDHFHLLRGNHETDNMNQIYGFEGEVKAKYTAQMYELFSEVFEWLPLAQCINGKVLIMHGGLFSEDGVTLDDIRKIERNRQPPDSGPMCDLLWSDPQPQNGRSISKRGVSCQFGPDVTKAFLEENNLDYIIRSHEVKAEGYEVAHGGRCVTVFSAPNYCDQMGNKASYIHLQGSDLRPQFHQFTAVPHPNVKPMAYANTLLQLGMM
JMJD2C inh: human JMJD2C demethylase inhibition. GST-JMJD2C(1-420) H3K9me3 demethylation, DELFIA europium. inhibition, % at 2.35 µM. hit rate 0.069% among 330,000. AID 2099;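 active = more than half of a compound's replicate wells show inhibition beyond 50%, single wells judged on their own value; inconclusive = some, but no more than half, of replicates pass 50% inhibition; inactive = no replicate passes 50% inhibition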;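 note: signal counts dimethyl H3K9 product captured on neutravidin plate; 0% = median of DMSO wells and 100% = 0.3 times that DMSO median; strong numbers were not always called active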
Target sequence (Q9H3R0 1-420 limits assumed): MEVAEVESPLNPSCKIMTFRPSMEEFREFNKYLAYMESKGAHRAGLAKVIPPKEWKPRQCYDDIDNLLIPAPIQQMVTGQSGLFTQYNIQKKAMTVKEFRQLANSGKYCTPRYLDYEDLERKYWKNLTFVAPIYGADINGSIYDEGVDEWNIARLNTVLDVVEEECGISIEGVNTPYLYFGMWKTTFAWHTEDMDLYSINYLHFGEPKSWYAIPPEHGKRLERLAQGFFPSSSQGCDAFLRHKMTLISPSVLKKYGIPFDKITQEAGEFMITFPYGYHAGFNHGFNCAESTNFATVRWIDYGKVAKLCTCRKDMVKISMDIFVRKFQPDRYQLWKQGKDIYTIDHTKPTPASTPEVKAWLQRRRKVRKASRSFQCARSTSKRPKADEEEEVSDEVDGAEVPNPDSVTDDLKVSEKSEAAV
ZTA counter: ZTA (EBV) inhibition in EBNA-1 counter-screen | P03206 | ZTA-DNA binding, fluorescence polarization | inhibition, % at 11 µM | hit rate 0.15% among 320,000 | AID 2234; in the data active = inhibition above about 33%
EBNA-1 inh: blocks EBNA-1 binding to DNA | EBNA-1 DNA binding, fluorescence polarization | hit rate 0.34% among 300,000 | inhibition, % at 14.8 µM; in the data active = inhibition above about 28%
CR mimetic SO: lowers age-related superoxide in aged yeast cells; S. cerevisiae aged cells, superoxide DHE fluorescence; stronger effect = lower value; superoxide response (% of plate mean), % at 10 µM; hit rate 0.18% among 330,000; AID 2690;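 active = superoxide response under a set limit, about three screen SD below normal, cut at about 65% in these data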;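 note: yeast aged for seven days with compound at 30 °C before DHE staining; 100% = average MFI of all compound-treated wells on the plate with controls excluded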
CTSL1 counter: cathepsin L1 inhibition, PFM18AAP counter-screen; recombinant F. hepatica cathepsin L1, Z-Leu-Arg-MCA fluorescence; inhibition, % at 5.96 µM; hit rate 0.49% among 300,000; AID 1906;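 active = inhibition above the mean of all tested compounds plus 3 SD, set per screening campaign, cut at about 17% in these data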;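 note: 0% = plate median of test compound wells and 100% = 1 µM Z-Phe-Ala-diazomethylketone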
TPT1 inhibitor: C. albicans TPT1 enzyme inhibition; recombinant caTPT1, FP RNA substrate dephosphorylation; inhibition, % at 5 µM; hit rate 0.81% among 300,000; AID 1962;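 active = inhibition above the mean of all tested compounds plus 3 SD, set per screening campaign, cut at about 24% in these data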;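 note: plate controls were DMSO alone for no effect and ferristatin control at 100 nM for full effect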
core dimer inh: blocks dimerization of HCV core protein; TR-FRET GST/Flag-core106 dimerization, 1536-well; inhibition, % at 5 µM; hit rate 0.33% among 300,000;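 active = inhibition above the mean of all tested compounds plus 3 SD, set per screening campaign, cut at about 45% in these data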
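Assay system: GST-tagged and Flag-tagged HCV core protein residues 1-106 / Times: compound-protein-antibody incubation 4 h at 22.5 °C / Signal: time-resolved FRET, ex 340 nm, em 617 and 671 nm / Evaluation: % inhibition based on acceptor/donor emission ratio / Benchmarks: wells lacking GST-core106 and wells with excess unlabelled core106 / Repeats: singlicate, one well per compound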
PP1 counter: blocks human PP1-alpha phosphatase, a PP5 counter-screen | P62136 | purified PP1alpha, OMFP fluorescence | inhibition, % at 6.7 µM | hit rate 0.9% among 320,000;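 active = inhibition above the mean inhibition of all tested compounds plus 3 SD, computed separately for each screening campaign, cut at about 15% in these data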
An asterisk follows results filed as active; ? = inconclusive; . = no result given; & = joins results of further samples. Hits appear at their usual frequency; about 3.1% have a hit in one of these screens.

SMILES	PP5 primary	JMJD2C inh	ZTA counter	EBNA-1 inh	CR mimetic SO	CTSL1 counter	TPT1 inhibitor	core dimer inh	PP1 counter
O=C(N/N=C/c1ccncc1)c1cccc([N+](=O)[O-])c1	2.9	3	-3	-7	108	-8	4	1	-2
Clc1cccc(OCc2nc(-c3ccncc3)n[nH]2)c1	3.7	0	-11	-3	111	-3	2	2	1
O=c1cc(CO)oc(CN2CCN(CCO)CC2)c1O	2.1	-8	-2	-3	72	1	-2	-9	-2
CCc1ccc(N/C(SCc2cccc(F)c2)=C(/C#N)C(=O)NCc2ccco2)cc1	1.4	-5	5	11	106	0	0	6	9
OC(CNC1CCCC1)COCCOc1ccc(Br)cc1 (configuration not stated)	-1.0	3	3	3	94	7	0	-2	-5
Cc1ccccc1OCC(=O)OCC(=O)N1CCCc2ccccc21	-0.1	8	-18	-5	96	4	-4	-4	-1
CCOC(=O)c1c(C)[nH]c(C)c1C(=O)COC(=O)/C=C/c1cccc(Cl)c1	5.7	5	-8	0	110	-5	0	-4	3
COc1ccc(OC)c(Nc2cc(C)nc3nc(C)nn23)c1	-1.5	5	-5	-5	98	1	0	-1	-4
COc1ccc2[nH]cc(C(=O)CN3CCN(C(=O)c4ccco4)CC3)c2c1	-3.6	11	-2	-13	103	4	2	-3	0
COc1cccc(C2=NO[C@@H]3C(=O)N(c4ccc5c(c4)OCCO5)C(=O)[C@H]23)c1OC	0.5	-2	10	13	91	0	3	1	-2
CC(C)(C)Sc1nc(O)cc(=O)[nH]1	-2.0	-6	4	19	93	1	0	-4	-3
COc1ccc(NC(=S)N2CCc3ccccc32)cc1OC	-0.2	-5	-20	9	107	-2	0	-4	-2
COCCN(C(=O)CCSc1ccc(F)cc1)c1c(N)n(Cc2ccccc2)c(=O)[nH]c1=O	-0.7	-3	-3	.	102	.	.	.	-2
COc1ccc(NC(=O)c2[nH]c(C)c(C(C)=O)c2C)cc1Cl	0.5	5	-3	-12	92	-5	0	-2	1
CCOC(=O)CN(C(=O)CN1CCOCC1)c1ccc(Br)cc1	0.9	-4	13	13	111	2	3	1	3
COc1ccc(-c2nc(C)c(C(C)=O)n2O)cc1	2.3	0	3	-11	104	0	4	-5	3
CCOC(=O)N1CCN(C(=O)C2CCN(S(=O)(=O)c3ccc(Br)s3)CC2)CC1	1.3	-2	-13	-6	106	-3	-6	-3	-3
O=C(Nc1cc(Br)ccc1O)c1cc(-c2ccc3c(c2)OCO3)on1	2.8	-2	4	-14	104	-1	5	19	3
CCOC(=O)N1CCN(C(=O)CCN2C(=O)COc3ccccc32)CC1	-0.2	1	7	15	97	-2	-1	-1	-4
N/C(Cc1cccs1)=N\OC(=O)COc1ccccc1	1.4	-9	-2	-1	94	-22	6	2	-3
COC(=O)[C@@]1(Cc2ccccc2)[C@@H]2C(=CC(=O)[C@H]2CC(=O)C(=O)N(C)C)CN1C(=O)c1ccccc1	0.9	-9	10	1	98	0	1	14	1
COc1ccc(NC2CCCN(C(=O)CCc3ccncc3)C2)cc1OC (configuration not stated)	0.1	3	-3	0	104	0	-5	-6	7
CCOc1ccccc1NC(=O)CN1C(=O)COc2ccc(S(=O)(=O)N3CCOCC3)cc21	1.4	-2	-8	-24	100	-1	0	-8	0
CC1CCC(NC(=O)c2ccc(N3CCCC3=O)cc2)CC1 (configuration not stated)	1.7	-1	-4	2	93	-1	1	-1	-2
COc1cccc(NC2=Nc3cccc4cccc2c34)c1	2.6	1	8	-2	99	-1	25*	-16	1

(cont.)
SMILES	PP5 primary	JMJD2C inh	ZTA counter	EBNA-1 inh	CR mimetic SO	CTSL1 counter	TPT1 inhibitor	core dimer inh	PP1 counter
C=C(C)C1Cc2c(C)nn(-c3ccccn3)c2C1 (configuration not stated)	3.3	5	10	8	88	-1	0	-1	-4
O=C(NCc1ccccc1)C(c1cccnc1)N(C(=O)c1csnn1)c1ccccc1 (configuration not stated)	3.4	-6	2	-1	108	-1	-3	-3	-2
O=C(COC(=O)c1ccc(CSc2ccc(Cl)cc2)cc1)Nc1ccccc1	3.3	1	3	29*	111	1	0	10	3
COc1ccccc1NC(=O)C(C)OC(=O)C1CCN(S(=O)(=O)c2ccc(C)c(C)c2)CC1 (configuration not stated)	3.4	1	-5	5	86	-2	4	3	-2
O=C(Nc1ccc(S(=O)(=O)N2CCCCC2)cc1)c1ccccc1Cl	2.7	-10	1	7	97	-1	-8	4	2
CC(=O)Nc1ccccc1C	1.7	7	-4	.	83	.	.	.	-3
Cc1nnc(NC(=O)CCC(=O)N2CCC(C)CC2)s1	3.6	-8	-16	8	89	-1	1	-6	-1
Cc1ccc(C(=O)NC(=S)N(C)C2CCCCC2)cc1Br	-0.7	3	-5	6	103	3	-4	-2	0
CNC(=S)N/N=C/c1ccccc1Cl	1.1	-5	3	7	90	3	0	-16	1
COc1ccc(N(CC(=O)Nc2cc(OC)cc(OC)c2)S(=O)(=O)c2c(C)n[nH]c2C)cc1	3.3	18	7	-10	106	2	-2	5	-2
COc1ccccc1CN1C(=O)CCC1(C)C(=O)NCc1cccnc1 (configuration not stated)	2.5	2	-13	5	99	-1	-1	-2	-4
CCc1ccc(-c2nc(CN3CCCC(C(=O)NCCc4ccc(OC)c(OC)c4)C3)c(C)o2)cc1 (configuration not stated)	1.2	13&-6	1	-5	97	6	0	2	-1
COCC(=O)Nc1ccc([N+](=O)[O-])cc1C	-1.4	3	5	5	96	3	-2	7	-4
C=CCN(C(C)=O)C1CC(=O)N(c2ccc(OCCC)cc2)C1=O (configuration not stated)	-7.8	4	-10	-6	105	7	2	-5	5
COc1cc(-c2nc3cc(C)ccn3c2NC2CCCCC2)ccc1-c1ccc(C(C)=O)cc1	2.4	5	2	1	98	3	6	31	18*
N#Cc1cc([N+](=O)[O-])ccc1NCCc1ccccn1	1.7	12	-8	-10	132	1	-1	1	12
COc1ccccc1NC(=O)CSc1nnc(Cc2cccs2)n1C	-0.7	-8	-18	-5	91	-5	-3	-8	-2
O=C(C1CCCCN1S(=O)(=O)c1ccccc1[N+](=O)[O-])N1CCCC1 (configuration not stated)	3.8	-34	-5	1	104	0	-4	-22	3
Cc1cc(F)c(F)c(C(=O)N2CCC(C)CC2)c1Cl	1.7	1	0	1	107	4	3	9	-3
O=C(CSc1nnc(-c2ccco2)n1CC1CCCO1)c1ccccc1 (configuration not stated)	-0.1	-2	-3	7	87	7	-4	4	1
Cc1ccc(S(=O)(=O)/N=C/c2cc(Br)ccc2O)cc1	0.2	-6	-7	-9	110	-11	-2	-1	1
COc1ccc(NC(=O)CN(C)C(=O)CNC(=O)c2cccs2)cc1	-2.2	1	8	-6	103	-3	2	-3	-5
NC(=O)N/N=C(/CCCCCC/C(=N\NC(N)=O)c1ccccc1)c1ccccc1	3.5	-8	5	3	100	-3	0	6	6
Cc1cc(Cl)c(C)c(S(=O)(=O)N2CCN(CC(=O)N3CCOCC3)CC2)c1Cl	1.4	8	4	.	127	.	.	.	3
Nc1nonc1C(=O)N/N=C/c1ccc(-c2ccc(Cl)c(C(=O)O)c2)o1	0.8	5	-10	-1	86	5	-1	-3	0

Profiles from above. Values in the order: PP5 primary, JMJD2C inh, ZTA counter, EBNA-1 inh, CR mimetic SO, CTSL1 counter, TPT1 inhibitor, core dimer inh, PP1 counter
N/C(Cc1cccs1)=N\OC(=O)COc1ccccc1 across the screens: 1.4, -9, -2, -1, 94, -22, 6, 2, -3
Cc1ccc(S(=O)(=O)/N=C/c2cc(Br)ccc2O)cc1 across the screens: 0.2, -6, -7, -9, 110, -11, -2, -1, 1
C=CCN(C(C)=O)C1CC(=O)N(c2ccc(OCCC)cc2)C1=O (configuration not stated) across the screens: -7.8, 4, -10, -6, 105, 7, 2, -5, 5

The list continues.
SMILES	PP5 primary	JMJD2C inh	ZTA counter	EBNA-1 inh	CR mimetic SO	CTSL1 counter	TPT1 inhibitor	core dimer inh	PP1 counter
O=C(c1ccco1)N(CCC(c1ccccc1)c1ccco1)Cc1ccc(F)cc1 (configuration not stated)	3.6	29	-1	-2	102	4	4	3	7
CCCCn1c(N)c(N(CCC(C)C)C(=O)CC2OC(=O)c3ccccc32)c(=O)[nH]c1=O (configuration not stated)	0.4	8	3	-8	110	5	-3	2	-5
COC(=O)[C@]1(CC(C)C)N[C@H](c2ccc(-c3ccc(OC)cc3)cc2)[C@@H]2C(=O)N(C)C(=O)[C@@H]21	3.6	?	2	5	90	3	-8	-42	0
CC1CCCCN1C(=O)C1COc2ccccc2O1 (configuration not stated)	0.2	-5	-9	2	100	-1	3	2	5
Cc1ccc(Cn2ccc(NC(=O)CCSc3nc(-c4ccco4)cc(C(F)(F)F)n3)n2)cc1	2.6	-10&1	-10	-9	105	0	1	11	3
C=C(c1ccccc1C)[n+]1ccccc1	1.8	6	5	-17	89	-1	5	-8	3
COCCn1c(=NC(=O)c2ccc(S(=O)(=O)N3CCCc4ccccc43)cc2)sc2cc(S(C)(=O)=O)ccc21	2.8	-6	10	-5	108	0	-2	26	-4
C=C1[C@@H](OC(C)=O)CC[C@]2(C)[C@@H]1C[C@@H]1C[C@H](OC(C)=O)C(C)=C([C@@H](OC(C)=O)[C@@H]2OC(C)=O)C1(C)C	1.4	1	14	5	93	3	-2	6	2
Cc1cc(C)c2c(=O)n(CC(=O)Nc3ccc(Cl)cc3)sc2n1	8.7	45	-21	-3	96	1	5	3	-1
Cc1ccc(S(=O)(=O)NCCC(=O)OCC(=O)Nc2cccc(S(=O)(=O)NC3=NCCCCC3)c2)cc1	0.3	19	-9	1	94	-23	-3	-4	-5
Cn1c(O)c(C(C#N)=C2N=c3ccccc3=N2)c2ccccc21	-4.5	-2	-29	-19	110	12	0	0	0
Cc1cc(C)c(S(=O)(=O)NCc2cccnc2)cc1C	2.7	1	-21	-2	83	1	1	2	-2
Cn1nc([N+](=O)[O-])nc1Oc1ccc2ccccc2c1	3.4	-1	1	-7	89	3	-2	0	0
Cn1cnnc1SCC(=O)Nc1cc(S(=O)(=O)N2CCCCCC2)ccc1Cl	3.1	5	-5	4	99	-3	-1	-11	-1
CN1CCN(Cc2nc3ccccc3c(=O)n2Cc2nc(-c3ccccc3F)cs2)CC1	-0.7	0	6	5	95	0	2	2	-1
O=C(O)c1cc2ccccc2c2cc(Br)ccc12	-2.5	3	10	11	85	-1	0	20	-2
CCCSCCCNC(=O)c1ccc(NC(=O)C2=CSCCO2)cc1	0.9	11	-1	-2	100	1	0	-6	-4
CCOc1ccc(CCNC(=O)c2ccc(CS(=O)Cc3ccc(Cl)cc3)o2)cc1 (configuration not stated)	-1.3	-2	-27	-4	76	2	-4	-7	0
CC(C)[C@H](NC(=O)c1ccco1)C(=O)NCc1ccccc1	-1.4	-3	-7	0	92	3	-3	2	0
COc1ccc(CC(=O)NCC(=O)N=Nc2c(O)[nH]c3ccccc23)cc1	2.8	5	-16	-3	100	3	0	-4	2
O=C(OC1CCOC1=O)C1CCN(S(=O)(=O)c2ccccc2)CC1 (configuration not stated)	-3.0	-8	12	.	113	.	.	.	1
CCOc1ccc(S(=O)(=O)N2CCC(C(=O)OC(C)C(=O)N3CCOCC3)CC2)cc1 (configuration not stated)	0.0	-3	19	7	101	-4	0	1	2
CC(=O)N1CCOc2ccc(S(=O)(=O)N3CCC(C(=O)Nc4ccc(F)cc4)CC3)cc21	1.7	5	2	-2	102	0	-1	-1	-3
CCCCn1c(SCC(=O)c2ccc(O)c(O)c2)nc2ccsc2c1=O	-0.8	-27	12	3	96	-1	4	8	2
COC(CN1C(=O)C(=O)/C(=C(/O)c2ccccc2)C1c1ccccn1)OC (configuration not stated)	-0.7	0	3	6	94	0	0	-1	0
CC(C)CCNC(=O)C1C2C=CC3(CN(Cc4ccccc4Cl)C(=O)C13)O2 (configuration not stated)	3.0	8	-12	-11	99	3	3	-4	-1
